Screening results as filed in PubChem BioAssay.
RGS12 GoLoco inh: qHTS Assay for Inhibitors of RGS12 GoLoco Motif Activity (Red Fluorophore) | Gai1:RGS12 GoLoco peptide FP, rhodamine, 10 min | Potency, µM (titrated, usually from 61.6 µM), for the others: top-dose activity, negative = inhibition, actives largely listed as inhibitors | actives 0.44% (n = 230,000) | AID 880, 2007; active = well fitted inhibition curve with a large enough effect, not every such curve was filed as active; inactive = no such curve, though single readings can be large or run the other way; also: % is scaled to controls: 0 for no effect and ±100 for the full control effect; nearly all actives have a fitted effect of over 30% in size; many of its hits are not listed in these tables
Target sequence (P63096 whole entry, looked up): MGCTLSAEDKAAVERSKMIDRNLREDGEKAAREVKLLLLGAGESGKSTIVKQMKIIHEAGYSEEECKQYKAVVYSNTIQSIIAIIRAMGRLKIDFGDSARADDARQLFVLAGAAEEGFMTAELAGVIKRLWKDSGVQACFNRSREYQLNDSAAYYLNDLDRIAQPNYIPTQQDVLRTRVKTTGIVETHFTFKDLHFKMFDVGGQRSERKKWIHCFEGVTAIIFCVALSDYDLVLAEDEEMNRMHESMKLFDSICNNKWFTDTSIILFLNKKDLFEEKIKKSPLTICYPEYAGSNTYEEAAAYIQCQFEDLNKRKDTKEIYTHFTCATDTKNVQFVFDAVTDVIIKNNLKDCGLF
IMPase Li inh: qHTS Assay for Identifying the Cell-Membrane Permeable IMPase Inhibitors: Potentiation with Lithium; AID 1457, 2008; actives 0.35% (n = 210,000); Potency, µM (doses to about 59.4 µM), without a hit: at the top dose activity, negative = IMPase inhibition, usual class: inhibitors; CHO-M1 cells, IP1 TR-FRET (IP-One), carbachol + lithium;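 also: IP1 builds up when IMPase is blocked and the TR-FRET signal falls; plate controls were basal vehicle for no effect and high inhibitor control for full effect; nearly all actives have a fitted effect of over 50% in size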
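IP1 accumulation measured by competitive TR-FRET in lysed CHO-M1 cells after 30 min compound exposure at 37C, with a small lithium addition to potentiate weak responses. Hill-equation AC50 from ratio and donor-channel data.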
GAA glycogen mod: qHTS Assay for Inhibitors and Activators of Human alpha-Glucosidase Cleavage of Glycogen; Lysosomal alpha-glucosidase (Homo sapiens), P10253; recombinant GAA, glycogen substrate, Amplex Red glucose oxidase fluorescence; Potency, µM (top dose mostly 76.4 µM), inactives show at the top dose activity change, negative = inhibition, hits mostly inhibitors; actives 0.38% (n = 300,000); AID 2100, 2009;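 also: 0% = full enzyme reaction and -100% = no-enzyme basal signal; the screen sought inhibitors and activators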
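Recombinant human enzyme (4 nM); glycogen substrate; 37 C, 40 min, pH 5.0. Readout: coupled glucose oxidase/Amplex Red fluorescence.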
HTT aggregate: qHTS Multiplex Assay to Identify Dual Action Probes in a Cell Model of Huntington: Aggregate Formation (GFP). PC12 HttQ103-GFP aggregates, Acumen cytometry, 40 h. Potency, µM (top dose mostly 46.1 µM), inactives show at the highest dose activity change, negative = inhibition, hits mostly inhibitors. actives 1.1% (n = 220,000); also: % is scaled to controls: 0 for no effect and ±100 for the full control effect; nearly all actives have a fitted effect of over 60% in size
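Ecdysone-promoter PC12 model expressing HTT exon 1 Q103 fused to GFP, induced by tebufenozide at 100 nM final. Compounds titrated; aggregates sized 1–25 µm scored on a 488 nm laser cytometer.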
GAA spleen mod: qHTS Assay for Inhibitors and Activators of Human alpha-Glucosidase From Spleen Homogenate | Lysosomal alpha-glucosidase (Homo sapiens), P10253 | human spleen homogenate, 4-MU-alpha-glucoside fluorescence | Potency, µM (doses to about 79.9 µM), for inactives: at the highest dose activity change, negative = inhibition, most hits filed as inhibitors | actives 0.006% (n = 240,000) | AID 2112, 2009;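 also: 0% = enzyme with vehicle and -100% = no enzyme basal signal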
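Human spleen homogenate (1 ug) incubated with compounds and 1 mM 4-methylumbelliferyl-alpha-D-glucopyranoside in pH 5.0 citrate/phosphate buffer, 37 C, 40 min. Stopped at pH 10; 4-MU fluorescence (Ex 365/Em 440 nm); AC50 by Hill fit.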
GAA inh: qHTS Assay for Inhibitors of Human alpha-Glucosidase as a Potential Chaperone Treatment of Pompe Disease; Lysosomal alpha-glucosidase (Homo sapiens), P10253; purified human GAA, 4-MU-alpha-glucoside fluorescence; Potency, µM (top dose mostly 76.9 µM), for inactives: at the highest dose activity change, negative = inhibition, hits mostly inhibitors; actives 0.005% (n = 200,000); AID 1466, 2008;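 also: plate controls were uninhibited enzyme wells for no effect and no-enzyme background for full effect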
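Fluorogenic assay: 4 nM human alpha-glucosidase with 400 uM 4-methylumbelliferyl-alpha-D-pyranoside in 50 mM citrate/phosphate, 0.005% Tween-20, pH 5.0, 20 min at room temperature. Compounds tested up to 77 uM; AC50 from Hill fits.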
HTT ATP protect: qHTS Multiplex Assay to Identify Dual Action Probes in a Cell Model of Huntington: Cytoprotection (ATP). PC12 HTT-Q103 induced, cytoprotection, ATP luminescence, 40 h. Potency, µM (titrated, usually from 56.4 µM), inactives show cytoprotection (ATP increase), usual class: activators. actives 0.14% (n = 230,000). AID 1471, 2008;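 also: % of control where 0% means no effect; nearly all actives have a fitted effect of over 45% in size; toxic huntingtin expression switched on by the ecdysone agonist tebufenozide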
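Readout: ATPlite luminescence (ATP level). Model: stable PC12, inducible Htt exon1 Q103-GFP. Inducer: tebufenozide, 100 nM final. Compounds: dose series. No G418 in medium.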
* = called active by the depositor; ? = inconclusive; / = no result given; & = joins results of further samples; [ ] = remark or other dose. Unless noted, calls follow the shape of the dose curve; as a rule, active = well fitted curve in the direction sought with a large enough effect; inconclusive = small, poorly fitted or top-dose-only effect, or another doubt; inactive = no such curve, though single readings can be large; an effect the other way counts as inactive or inconclusive. Potency is read from the fitted curve at half-maximal effect.

SMILES	RGS12 GoLoco inh	IMPase Li inh	GAA glycogen mod	HTT aggregate	GAA spleen mod	GAA inh	HTT ATP protect
O=C(NNc1nc2ccccc2s1)Nc1ccccc1	-3.2%	-6.0%	1.3%	19.0%	-0.4%	-3.6%	/
CCN(CC)S(=O)(=O)c1cccc(-c2n[nH]c(=S)n2Cc2ccccc2)c1	9.8%	3.6%	-18.5%	-13.3%	3.0%	3.2%	19.3%[10 µM]
COc1cccc(C(=O)c2c[nH]c(C(=O)NCc3cccs3)c2)c1	3.6%	1.3%	5.2%	-29.1%	-6.1%	2.8%	8.8%[10 µM]
O=[N+]([O-])c1cccnc1N1CCN(c2ccc(F)cc2)CC1	-1.4%	6.7%	4.3%	-13.1%	-12.2%	0.7%	6.7%[10 µM]
NS(=O)(=O)c1ccc(CNC(=S)NC2CCCC2)cc1	8.6%	1.0%	-5.4%	8.7%	0.8%	6.7%	6.4%[10 µM]
Cc1ccc(-c2ccc(=O)n(CC(=O)NCc3ccc(F)cc3)n2)cc1	-1.0%	-3.9%	-11.3%	-5.5%	0.6%	-4.8%	11.9%
COC(=O)CSc1nc(NC(C)=O)nc(C)c1Br	10.9%	29.9%[38.3 µM]	3.9%	13.4%	3.7%	-12.6%	4.6%
Cc1[nH][nH]c(=O)c1C(c1ccc(-c2ccc(Cl)c(Cl)c2)o1)c1c(C)[nH][nH]c1=O	12.3%	17.6%[38.3 µM]	31.6µM*	-17.8%	-11.2%	-3.8%	-45.6%
CCOCCCn1c(=NC(=O)c2cccs2)c(C#N)cc2c(=O)n3ccccc3nc21	5.5%	/	2.4%	19.8%[9.22 µM]	?	/	22.9%[10 µM]
Cc1cccc(CNc2ccnc(-c3ccccc3C(F)(F)F)n2)c1	-8.2%	20.3%	/	/	-12.4%	/	-17.2%
CCN(CC)S(=O)(=O)c1ccc(N2CCN(S(=O)(=O)c3ccccc3C#N)CC2)nc1	-2.8%	-0.6%[38.3 µM]	5.7%	?	-6.0%	-3.6%	11.3%
CCOc1ccccc1C(=O)N(Cc1cccs1)C1CCS(=O)(=O)C1 (centres undefined)	/	/	-3.0%	4.7%	-0.6%	-0.7%	-2.0%
CCOc1cc(/C=N/NC(=O)c2cc(-c3cccnc3)nc3ccccc23)ccc1O	6.1%	6.6%	-3.5%	10.7%	0.8%	-4.0%	-18.2%
COc1ccc(-c2cc3c(=O)n(CC(=O)NC4CCN(Cc5ccccc5)CC4)ncn3n2)cc1	0.7%	19.2%[38.3 µM]	-4.6%	5.1%	-2.7%	-0.2%	-1.3%[1.9 µM]
Cc1c(N2C(=O)/C(=C\C3CC=CCC3)SC2=S)c(=O)n(-c2ccccc2)n1C (centres undefined)	92.8%[activator]	24.6%	5.9%	-32.9%	-16.3%	-4.9%	?
Cc1c(NS(=O)(=O)c2ccc(Br)s2)c(=O)n(-c2ccccc2)n1C	12.6%	-2.9%[38.3 µM]	-2.7%	-2.3%	-2.6%	-0.1%	-4.6%
Cc1nnc2sc(-c3ccc(NC(=O)CSc4ccc(Cl)cc4)cc3)nn12	19.7%	-6.8%	2.2%	-9.1%	0.1%	4.2%	-2.1%
Cc1cc(C)c2nc(-c3ccccn3)cc(C(=O)Nc3cc(C)on3)c2c1	18.2%	?	-1.9%	-14.2%	-7.2%	-23.5%	-5.0%
COc1cccc(C(=O)N2N=C(c3cccc(OC)c3)CC2(O)C(F)(F)F)c1 (centres undefined)	-6.3%	-4.7%[38.3 µM]	-27.5%	-12.0%	0.2%	-1.9%	23.3%
OCCC1CN(C2CSCCSC2)CCN1Cc1ccccc1 (centres undefined)	9.6%	-0.5%	5.1%	-14.9%[9.22 µM]	-3.5%	/	-9.8%[10 µM]
COCC(=O)/C=C1\Sc2ccccc2N1C	4.7%	19.2%[38.3 µM]	0.9%	-15.9%	-3.0%	-8.2%	-25.1%[0.074 µM]
CCCSc1nc(=O)n2cccc(C)c2n1	-2.0%	-9.6%	3.0%	13.8%	-2.6%	?	-11.2%[10 µM]
Cc1ccc(S(=O)(=O)NCCC(=O)OCC(=O)NC(=O)c2cccn2C)cc1	5.1%	/	-8.2%	-2.2%[9.22 µM]	-3.2%	/	5.1%[10 µM]
O=C(CCc1ccc(S(=O)(=O)N2CCOCC2)cc1)Nc1cc(Cl)ccc1N1CCOCC1	10.4%	6.8%[38.3 µM]	-5.3%	-11.8%	-18.9%	-4.4%	-24.1%
CSc1ncc(Cl)c(C(=O)Nc2ccc(NC(C)=O)cc2)n1	1.9%	-1.2%	2.7%	6.2%	-9.1%	3.8%	4.5%

Whole records as entered above:
Shown for COc1ccc(-c2cc3c(=O)n(CC(=O)NC4CCN(Cc5ccccc5)CC4)ncn3n2)cc1 = RGS12 GoLoco inh: 0.7%; IMPase Li inh: 19.2%[38.3 µM]; GAA glycogen mod: -4.6%; HTT aggregate: 5.1%; GAA spleen mod: -2.7%; GAA inh: -0.2%; HTT ATP protect: -1.3%[1.9 µM]
Shown for NS(=O)(=O)c1ccc(CNC(=S)NC2CCCC2)cc1 = RGS12 GoLoco inh: 8.6%; IMPase Li inh: 1.0%; GAA glycogen mod: -5.4%; HTT aggregate: 8.7%; GAA spleen mod: 0.8%; GAA inh: 6.7%; HTT ATP protect: 6.4%[10 µM]

Continuation.
SMILES	RGS12 GoLoco inh	IMPase Li inh	GAA glycogen mod	HTT aggregate	GAA spleen mod	GAA inh	HTT ATP protect
CC(=O)Nc1nonc1NC(=O)CSc1ncn[nH]1	/	/	7.7%	0.0%	1.0%	0.5%	-7.8%
Nc1c(C(=O)Nc2ccc(F)cc2)sc(=S)n1-c1ccccc1F	-1.8%	-5.8%	2.4%	5.2%	-5.5%	-6.1%	-54.6%[inhibitor]
Cc1nc2nc(SCC(N)=O)[nH]c2cc1Br	25.8%	18.5%[38.3 µM]	-13.2%	-10.9%	-0.6%	-0.5%	-28.6%
Cc1ccc(CNC(=O)COC(=O)c2cnccn2)cc1	-1.1%	1.1%[38.3 µM]	4.3%	32.1%	4.8%	1.8%	-10.5%
CCOC(=O)C1=C(C)Nc2nc(C)nn2C1c1ccc(C)cc1 (centres undefined)	11.1%	8.4%	4.8%	17.3%	4.7%	0.1%	1.5%
Brc1cc2c(cc1Br)OCCOCCOCCOCCO2	1.7%	3.9%	1.9%	-6.9%	/	-1.0%	-34.9%[inhibitor]
CCOC(=O)c1c(-c2ccc(-c3ccccc3)cc2)csc1NC(=O)CCN1CCOCC1	0.6%	14.2%	-12.1%	-16.3%	3.4%	-6.8%	-9.3%[10 µM]
CCOc1ccc2c(c1)sc(=NC(=O)C1CC1)n2C	0.6%	-8.1%[38.3 µM]	10.5%	0.5%	-0.1%	-4.1%	-75.4%[inhibitor]
COc1ccc(/C=C/C(=O)NC(=S)Nc2cc([N+](=O)[O-])ccc2O)cc1OC	6.7%	2.7%	-1.6%	4.0%	-6.2%	-6.4%	-14.1%
Cc1ccnc(NC(=O)c2ccccc2NC(=O)C(C)(C)C)c1	6.5%	0.1%	1.5%	-6.4%	6.0%	5.4%	10.3%[10 µM]
CC(NCc1ccc2c(c1)OCO2)C(=O)NC1CCCCC1 (centres undefined)	7.5%	1.9%	?	-3.2%[9.22 µM]	12.4%	?	-1.2%[10 µM]
COc1cc(NC(=O)C/C(C)=N/NC(=O)c2cccs2)c(OC)cc1Cl	17.9%	6.1%	-19.8%	-1.6%[9.22 µM]	-6.8%	?	11.7%[10 µM]
NS(=O)(=O)c1ccc(CCNC(=O)/C=C/c2cccc([N+](=O)[O-])c2)cc1	9.3%	3.2%	19.5%	7.4%[9.22 µM]	0.0%	-4.8%	18.8%[10 µM]
Cc1cc(C)c(C(=O)CSc2nc(C)cc(C)c2C(N)=O)c(C)c1	-1.5%	6.6%	-2.2%	-12.0%	2.0%	0.2%	42.8%[1.9 µM]
COc1ccc(C2CC(c3ccccc3)=NN2S(=O)(=O)c2ccc(C)cc2)c(OC)c1 (centres undefined)	220.8%[activator]	1.0%	-4.2%	7.2%	-3.6%	-1.0%	-32.6%[10 µM]
Cc1cc(OC(=O)c2c(C)cc(O)cc2O)cc(O)c1C(=O)O	3.5%&-10.3%	16.9%&15.3%	/	/	11.5%&10.2%	/	-43.1%&-59.1%[inhibitor]
COc1ccc2ccccc2c1/C=N/NC(=O)c1sc(N)c(C#N)c1C	9.4%	18.0%	-3.4%	8.0%	1.9%	5.5%	12.5%[10 µM]
CCN(CC)CCCNC(=O)CNC(=O)c1nn(-c2ccc(OC)cc2)c(=O)c2ccccc12	12.6%	20.3%	-17.6%	-3.9%	0.9%	-3.2%	-17.3%
CSc1cccc(NC(=O)C2CCN(S(=O)(=O)c3ccc(F)cc3)CC2)c1	-19.1%	-0.2%[38.3 µM]	23.7%	?	-2.2%	-7.5%	-16.9%
Cc1cccnc1NCC(O)COc1ccccc1 (centres undefined)	5.7%	17.5%[38.3 µM]	4.6%	14.6%	3.5%	-3.3%	-19.5%[0.074 µM]
Cc1ccc(CSCC(=O)N2CCN(c3ccccc3)CC2)cc1	-2.4%	11.0%	0.3%	-8.6%	-4.3%	-12.8%	-17.9%[10 µM]
COc1cc(NC(=S)NCCN2CCOCC2)cc(OC)c1	6.8%	5.4%	3.7%	12.5%	-3.4%	-0.3%	5.9%[0.074 µM]
CCCC(=O)Nc1nc2c(C)c(Cl)ccc2s1	6.5%	/	-1.9%	-8.3%[9.22 µM]	-0.7%	/	-8.2%[10 µM]
O=C(N/N=C/c1ccncc1)c1cccc(NC(=O)c2ccc(Cl)cc2)c1	94.5%[activator]	1.9%	2.8%	8.4%	-15.8%	-6.4%	34.2%[10 µM]
COCCCNC(=O)c1ccccc1SC	4.3%	10.0%[38.3 µM]	-3.9%	-10.1%	-1.3%	-0.9%	-24.4%
Cc1ccc2c(c1)-c1c(ssc1=S)C(C)(C)N2C(=O)CSC1=NCCS1	-0.8%	12.5%	-2.4%	7.7%	-18.2%	-0.5%	32.0%[10 µM]

The list is partial (hit frequency here may not be typical).
